Screening results deposited in PubChem BioAssay by several laboratories.
HDAC3 inh: blocks human histone deacetylase 3 | O15379 | recombinant HDAC3, fluorogenic peptide/trypsin coupled, fluorescence | inhibition, % at 8.3 µM | actives 0.15% (n = 320,000); in the data active = inhibition above about 26%, passing the limit was not always enough; inconclusive = no clear call, values can overlap the other calls
hERG protect: shields human hERG channel from block by proarrhythmic agents. activation (rescue from dofetilide block), less the hit threshold, % at 10 µM. actives 0.51% (n = 310,000). CHO-hERG, FluxOR thallium flux, dofetilide IC70 present. Q12809;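 active = activation above the mean of controls blocked by dofetilide plus 5 SD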;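 also: thallium influx through hERG after potassium depolarization seen as dye fluorescence rise; in these data hits start at about 4.7%; inactives centre near -7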
TMEM16A act: mouse TMEM16A channel activation, primary screen. Q8BHY3. HEK293 TMEM16A/YFP-H148Q/I152L, iodide quench fluorescence; stronger effect = lower value. B-score at 10 µM. actives 0.3% (n = 340,000). AID 623877;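 active = fluorescence-ratio B-score plate-corrected deviation score at least 3 library SD below zero, with starting fluorescence score within 5 deviations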;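 also: channel opened by trigger with iodide after compound preincubation; score built on the fluorescence ratio of max minus min over baseline; more negative score means more quench and so TMEM16A activation or potentiation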
KCNQ1 act: potentiators or activators of human KCNQ1 potassium channel; AID 2648; CHO-K1 KCNQ1, thallium flux FluxOR fluorescence; stronger effect = higher value; P51787; actives 0.35% (n = 310,000); B-score at 10 µM;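 active = fluorescence ratio B-score, a plate-corrected score, at least three library SD, with initial intensity B-score within 5 SD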
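Assay system: stable KCNQ1 CHO-K1 line; medium: assay buffer, equal DMSO in all wells; timing: 90 min dye loading and 20 min compound exposure, both at room temperature; technique: kinetic FluxOR thallium fluorescence, 10-s 1-Hz baseline, 110-s post-stimulus read; read-out basis: B score of baseline-normalized fluorescence ratio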
TMEM16A inh: blocks the mouse calcium-activated chloride channel TMEM16A. Q8BHY3. HEK293 TMEM16A/YFP iodide influx fluorescence, ionomycin. normalized B-score (activity score, 25-100; higher = stronger inhibition) at 10 µM. actives 1.2% (n = 310,000);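 active = ratio plate-corrected score three or more library SD toward inhibition, starting fluorescence score within five deviations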;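 also: score derived from kinetic fluorescence span divided by baseline fluorescence per well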
TRPC4 agonist: TRPC4 (mouse) channel activation; AID 2237; actives 0.49% (n = 310,000); B-score at 10 µM; Q9QUQ5; HEK293 TRPC4beta/mu-opioid, Fluo4 calcium fluorescence; stronger effect = higher value;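 active = B-score above 5 SD of library B-scores, and initial fluorescence ratio not above library mean plus 5 SD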;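 also: positive B-score marks a calcium rise read as TRPC4 activation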
Target sequence (Q9QUQ5 whole entry, looked up): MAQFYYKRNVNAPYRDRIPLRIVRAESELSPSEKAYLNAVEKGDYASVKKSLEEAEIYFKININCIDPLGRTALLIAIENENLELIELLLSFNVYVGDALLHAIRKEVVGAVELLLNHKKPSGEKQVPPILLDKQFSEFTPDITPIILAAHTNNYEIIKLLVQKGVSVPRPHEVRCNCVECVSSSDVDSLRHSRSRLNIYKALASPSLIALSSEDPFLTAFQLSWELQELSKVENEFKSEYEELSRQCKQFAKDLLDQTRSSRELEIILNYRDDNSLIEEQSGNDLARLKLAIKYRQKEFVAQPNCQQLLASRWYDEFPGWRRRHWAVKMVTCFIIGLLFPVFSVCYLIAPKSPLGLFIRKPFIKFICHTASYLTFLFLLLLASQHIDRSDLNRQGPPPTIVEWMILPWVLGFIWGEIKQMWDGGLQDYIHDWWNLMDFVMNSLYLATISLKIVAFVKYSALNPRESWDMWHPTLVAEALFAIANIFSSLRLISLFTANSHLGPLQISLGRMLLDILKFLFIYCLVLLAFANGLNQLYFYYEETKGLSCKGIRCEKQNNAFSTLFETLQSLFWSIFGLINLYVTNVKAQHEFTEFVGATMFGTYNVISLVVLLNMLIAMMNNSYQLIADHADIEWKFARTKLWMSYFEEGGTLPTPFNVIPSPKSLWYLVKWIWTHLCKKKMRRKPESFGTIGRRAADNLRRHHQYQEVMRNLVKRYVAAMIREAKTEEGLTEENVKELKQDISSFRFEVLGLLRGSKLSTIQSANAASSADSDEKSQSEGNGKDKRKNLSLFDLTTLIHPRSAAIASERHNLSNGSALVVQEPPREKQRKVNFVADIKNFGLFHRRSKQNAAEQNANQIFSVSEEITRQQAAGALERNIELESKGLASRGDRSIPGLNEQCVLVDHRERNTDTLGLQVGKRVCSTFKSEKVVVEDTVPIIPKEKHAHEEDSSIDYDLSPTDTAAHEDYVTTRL
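Material: TRPC4beta and mu-opioid receptor HEK293 stable cells | Incubation: 45 min room-temperature Fluo4 loading, 110 s read | Detection: Kinetic Fluo4 calcium fluorescence | Measure: Integrated baseline-normalised fluorescence ratio, converted to per-well B score | Benchmarks: Low control buffer alone, high control maximal DAMGO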
KCNQ1 block: blocks the human KCNQ1 potassium channel. P51787. CHO-K1 KCNQ1, FluxOR thallium flux fluorescence; stronger effect = higher value. B-score at 10 µM. actives 1.3% (n = 310,000). AID 2642;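 active = compounds whose thallium flux B-score, printed positive for inhibition, exceeds three library SD while starting fluorescence stays within three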;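 also: channel opened by potassium depolarization with thallium stimulus after 20 min compound exposure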
KCNK9 block: human KCNK9 channel inhibition. AID 488922. HEK293 KCNK9, FluxOR thallium flux fluorescence; stronger effect = lower value. B-score at 10 µM. actives 1.2% (n = 310,000);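 active = ratio B-score over 3 SD below the library mean, with starting fluorescence within 5 SD of its mean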;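 also: negative B-score means less thallium flux so channel inhibition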
Dyrk1A ADPGlo: Dyrk1A (rat) kinase inhibition. inhibition, % at 12.5 µM. Q63470. ADP-Glo luminescence, NFATc1 peptide. actives 0.43% (n = 310,000); in the data active = inhibition above about 50%;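 also: plate controls were vehicle with enzyme for no effect and no enzyme for full effect; many of its hits are not listed in these tables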
KCNK3 inh: human KCNK3 channel inhibition, primary screen | O14649 | CHO-KCNK3 thallium flux, FluxOR fluorescence; stronger effect = lower value | B-score at 10 µM | actives 0.84% (n = 340,000) | AID 602410;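 active = B-score under library mean minus 4 SD, starting fluorescence ratio at most library mean plus 5 SD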;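 also: more negative B-score means stronger inhibition of thallium flux through KCNK3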
TRPC4 PAM: allosteric potentiators of mouse TRPC4 channel; Q9QUQ5; HEK293 TRPC4beta/mu-opioid, DAMGO EC20, Fluo-4 Ca2+ flux; stronger effect = higher value; B-score at 10 µM; actives 0.42% (n = 310,000); AID 2227;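 active = B-score of calcium response area above 5 SD of library B-scores, with initial fluorescence ratio within 5 SD of library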;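 also: B-score of integrated fluorescence ratio over time as area under calcium response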
The depositor's hits bear a star.

Cn1c(CNC(=O)CCNC(=O)c2ccccc2F)cc(=O)n(C)c1=O was read as HDAC3 inh -1.2, hERG protect -6.6, TMEM16A act inactive, KCNQ1 act inactive, TMEM16A inh inactive, TRPC4 agonist inactive, KCNQ1 block inactive, KCNK9 block inactive, Dyrk1A ADPGlo 2.9, KCNK3 inh inactive and TRPC4 PAM inactive.
Cc1c(S(=O)(=O)N2CCN(c3cccc(Cl)c3)CC2)c(=O)n(C)c(=O)n1C was read as HDAC3 inh -4.2, hERG protect -5.3, TMEM16A act inactive, KCNQ1 act inactive, TMEM16A inh inactive, TRPC4 agonist inactive, KCNQ1 block inactive, KCNK9 block inactive, Dyrk1A ADPGlo -0.3, KCNK3 inh inactive and TRPC4 PAM inactive.
C=CCc1ccc(OCCn2cncn2)c(OC)c1 was read as HDAC3 inh -6.6, hERG protect -1.6, TMEM16A act inactive, KCNQ1 act inactive, TMEM16A inh inactive, TRPC4 agonist inactive, KCNQ1 block inactive, KCNK9 block inactive, Dyrk1A ADPGlo 14.2, KCNK3 inh inactive and TRPC4 PAM inactive.
Screening CCOC(=O)N1CCC(NC(=O)C2CCN(C(=O)N3CC(C)Oc4ccccc43)CC2)CC1 (centres undefined) returned HDAC3 inh -5.5, hERG protect -8.0, TMEM16A act inactive, KCNQ1 act inactive, TMEM16A inh inactive, TRPC4 agonist inactive, KCNQ1 block inactive, KCNK9 block inactive, Dyrk1A ADPGlo -0.8, KCNK3 inh inactive and TRPC4 PAM inactive.
O=C(Cc1c(F)cccc1Cl)Nc1nccs1 was read as HDAC3 inh -0.7, hERG protect -0.1, TMEM16A act inactive, KCNQ1 act inactive, TMEM16A inh inactive, TRPC4 agonist inactive, KCNQ1 block inactive, KCNK9 block inactive, Dyrk1A ADPGlo -0.4, KCNK3 inh inactive and TRPC4 PAM inactive.
For Cc1cc(C(c2ccc(C)o2)c2ccc(C)o2)c(O)c([N+](=O)[O-])c1 the results were HDAC3 inh inconclusive, hERG protect -10.2, TMEM16A act inactive, KCNQ1 act inactive, TMEM16A inh inactive, TRPC4 agonist inactive, KCNQ1 block inactive, KCNK9 block inactive, Dyrk1A ADPGlo 2.0, KCNK3 inh inactive and TRPC4 PAM inactive.
Screening N#CC1=C(N)Oc2cc(N)ccc2C1c1cccc(F)c1 (centres undefined) returned HDAC3 inh -8.2, hERG protect -0.3, TMEM16A act inactive, KCNQ1 act inactive, TMEM16A inh inactive, TRPC4 agonist inactive, KCNQ1 block inactive, KCNK9 block inactive, Dyrk1A ADPGlo -3.8, KCNK3 inh inactive and TRPC4 PAM inactive.
For O=C(NCCc1ccccc1)C(=O)Nc1ccc2c(c1)OCCO2 the results were HDAC3 inh -0.5, hERG protect -9.5, TMEM16A act inactive, KCNQ1 act inactive, TMEM16A inh inactive, TRPC4 agonist inactive, KCNQ1 block inactive, KCNK9 block inactive, Dyrk1A ADPGlo -0.6, KCNK3 inh inactive and TRPC4 PAM inactive.
COc1cccc(NC(=O)C(c2ccccc2)N2CCCC2)c1 (centres undefined) was read as HDAC3 inh -9.1, hERG protect -7.0, TMEM16A act inactive, KCNQ1 act inactive, TMEM16A inh inactive, TRPC4 agonist inactive, KCNQ1 block inactive, KCNK9 block inactive, KCNK3 inh inactive and TRPC4 PAM inactive.
Screening O=C(NCCCN1CCCC1=O)c1cccc(N2CCCC2=O)c1 returned HDAC3 inh -0.4, hERG protect -2.8, TMEM16A act inactive, KCNQ1 act inactive, TMEM16A inh inactive, TRPC4 agonist inactive, KCNQ1 block inactive, KCNK9 block inactive, Dyrk1A ADPGlo 1.1, KCNK3 inh inactive and TRPC4 PAM inactive.
COC(=O)c1c(C)[nH]c(C(=O)OCc2ccc(F)cc2)c1C was read as HDAC3 inh 15.9, hERG protect -6.2, TMEM16A act inactive, KCNQ1 act inactive, TMEM16A inh inactive, TRPC4 agonist inactive, KCNQ1 block inactive, KCNK9 block inactive, Dyrk1A ADPGlo 8.2, KCNK3 inh inactive and TRPC4 PAM inactive.
Cc1cccc2c1CC(C)(C)NC2=C(C#N)C#N was read as HDAC3 inh -5.5, hERG protect -5.7, TMEM16A act inactive, KCNQ1 act inactive, TMEM16A inh inactive, TRPC4 agonist inactive, KCNQ1 block inactive, KCNK9 block inactive, Dyrk1A ADPGlo 6.0, KCNK3 inh inactive and TRPC4 PAM inactive.
For O=C(NCc1ccccc1)C(c1ccc(F)cc1)N(C(=O)c1csnn1)C1CC1 (centres undefined) the results were HDAC3 inh -7.2, hERG protect -7.6, TMEM16A act inactive, KCNQ1 act inactive, TMEM16A inh inactive, TRPC4 agonist inactive, KCNQ1 block inactive, KCNK9 block inactive, Dyrk1A ADPGlo 0.1, KCNK3 inh inactive and TRPC4 PAM inactive.
COc1ccccc1NC(=O)C(=O)NNS(=O)(=O)c1ccc2ccccc2c1 was read as HDAC3 inh 1.2, hERG protect -13.9, TMEM16A act inactive, KCNQ1 act inactive, TMEM16A inh inactive, TRPC4 agonist inactive, KCNQ1 block inactive, KCNK9 block inactive, Dyrk1A ADPGlo -3.8, KCNK3 inh inactive and TRPC4 PAM inactive.
`COc1ccccc1N=C(C)C1=C(O)CSC1=O` gave HDAC3 inh 3.4, hERG protect -6.1, TMEM16A act inactive, KCNQ1 act inactive, TMEM16A inh inactive, TRPC4 agonist inactive, KCNQ1 block inactive, KCNK9 block inactive, Dyrk1A ADPGlo 3.4, KCNK3 inh inactive and TRPC4 PAM inactive.
For Cc1c(NC(=S)N/N=C/c2ccc(O)cc2)c(=O)n(-c2ccccc2)n1C the results were HDAC3 inh 6.2, hERG protect -2.8, TMEM16A act inactive, KCNQ1 act inactive, TMEM16A inh inactive, TRPC4 agonist inactive, KCNQ1 block inactive, KCNK9 block inactive, Dyrk1A ADPGlo -0.4, KCNK3 inh inactive and TRPC4 PAM inactive.
For CC(C)(C)OC(=O)NCCCC[C@H](NC(=O)c1nc[nH]c1C(=O)N1CCN(C(=O)OC(C)(C)C)CC1)C(=O)OC(C)(C)C the results were HDAC3 inh 9.4, hERG protect -9.7, TMEM16A act inactive, KCNQ1 act inactive, TMEM16A inh inactive, TRPC4 agonist inactive, KCNQ1 block inactive, KCNK9 block inactive, Dyrk1A ADPGlo 4.2, KCNK3 inh inactive and TRPC4 PAM inactive.
`Cc1ccc(/C=N/NC(=O)Cc2ccc(Cl)cc2)c(O)c1` gave HDAC3 inh -0.9, hERG protect -8.5, TMEM16A act inactive, KCNQ1 act inactive, TMEM16A inh inactive, TRPC4 agonist inactive, KCNQ1 block inactive, KCNK9 block inactive, Dyrk1A ADPGlo 0.7, KCNK3 inh inactive and TRPC4 PAM inactive.
Screening O=C(c1nc2ccc(Cl)cn2c1CN1CCC(CO)CC1)N1CCc2ccccc2C1 returned HDAC3 inh 8.3, hERG protect -14.9, TMEM16A act inactive, KCNQ1 act inactive, TMEM16A inh inactive, TRPC4 agonist inactive, KCNQ1 block inactive, KCNK9 block inactive, Dyrk1A ADPGlo -6.7, KCNK3 inh inactive and TRPC4 PAM inactive.
Screening CC(=O)N1C(C(=O)O)CSC1c1ccc(C)cc1 (centres undefined) returned HDAC3 inh -4.8, hERG protect -4.5, TMEM16A act inactive, KCNQ1 act inactive, TMEM16A inh inactive, TRPC4 agonist inactive, KCNQ1 block inactive, KCNK9 block inactive, Dyrk1A ADPGlo -1.9, KCNK3 inh inactive and TRPC4 PAM inactive.
COc1ccccc1/C=C(/NC(=O)c1ccccc1)C(=O)NCCN1CCOCC1 was read as HDAC3 inh -0.3, hERG protect -11.0, TMEM16A act inactive, KCNQ1 act inactive, TMEM16A inh inactive, TRPC4 agonist inactive, KCNQ1 block inactive, KCNK9 block inactive, Dyrk1A ADPGlo -1.1, KCNK3 inh inactive and TRPC4 PAM inactive.
For C#CC[N+](CC)(CC)CC#Cc1cccc(Cl)c1 the results were HDAC3 inh -3.4, hERG protect -3.0, TMEM16A act inactive, KCNQ1 act inactive, TMEM16A inh inactive, TRPC4 agonist inactive, KCNQ1 block inactive, KCNK9 block inactive, Dyrk1A ADPGlo 2.0, KCNK3 inh inactive and TRPC4 PAM inactive.
For COc1ccc(NC(=S)NCc2ccccn2)cc1OC the results were HDAC3 inh 5.9, hERG protect -1.6, TMEM16A act inactive, KCNQ1 act inactive, TMEM16A inh inactive, TRPC4 agonist inactive, KCNQ1 block inactive, KCNK9 block inactive, Dyrk1A ADPGlo 0.0, KCNK3 inh inactive and TRPC4 PAM inactive.
Screening CN(CC(=O)Nc1c(Cl)cccc1Cl)C(=O)C1CSC2(C)CCC(=O)N12 (centres undefined) returned HDAC3 inh -7.2, hERG protect -6.1, TMEM16A act inactive, KCNQ1 act inactive, TMEM16A inh inactive, TRPC4 agonist inactive, KCNQ1 block inactive, KCNK9 block inactive, Dyrk1A ADPGlo 1.5, KCNK3 inh inactive and TRPC4 PAM inactive.
For O=C(O)CC(Sc1n[nH]c(=S)s1)C(=O)O (centres undefined) the results were HDAC3 inh 11.8, hERG protect -9.4, TMEM16A act inactive, KCNQ1 act inactive, TMEM16A inh inactive, TRPC4 agonist inactive, KCNQ1 block inactive, KCNK9 block inactive, KCNK3 inh inactive and TRPC4 PAM inactive.
For O=C(CCCCCNc1nc(=S)[nH]c2ccccc12)NCCc1ccccc1 the results were HDAC3 inh 3.1, hERG protect -7.5, TMEM16A act inactive, KCNQ1 act inactive, TMEM16A inh inactive, TRPC4 agonist inactive, KCNQ1 block inactive, KCNK9 block inactive, Dyrk1A ADPGlo -1.6, KCNK3 inh inactive and TRPC4 PAM inactive.
For Cc1c(C(=O)N2CCN(C)CC2)oc2ccc(S(=O)(=O)N3CCOCC3)cc12 the results were HDAC3 inh -5.3, TMEM16A act inactive, TMEM16A inh inactive, Dyrk1A ADPGlo 5.1 and KCNK3 inh inactive.
Screening CC(=Nc1cc(C(=O)c2ccccc2)ccc1N)C1=C(O)CC(C)(C)CC1=O returned HDAC3 inh -1.5, hERG protect -12.3, TMEM16A act inactive, KCNQ1 act inactive, TMEM16A inh inactive, TRPC4 agonist inactive, KCNQ1 block inactive, KCNK9 block inactive, Dyrk1A ADPGlo -0.1, KCNK3 inh inactive and TRPC4 PAM inactive.
For CCc1sc(C(=O)Nc2ccc(NC(C)=O)cc2)cc1C the results were HDAC3 inh -0.2, hERG protect -4.3, TMEM16A act inactive, KCNQ1 act inactive, TMEM16A inh inactive, TRPC4 agonist inactive, KCNQ1 block inactive, KCNK9 block inactive, Dyrk1A ADPGlo -1.2, KCNK3 inh inactive and TRPC4 PAM inactive.

These rows are one share of the data. The share of hits here may be higher or lower than overall.
